Akt phos inh = HTS Assay for Inhibitors of Akt Phophorylation: Primary Screen; Neuro2A IGF-stimulated pAkt S473 HTRF, 20 min; active compounds read low; activity change, % for hits at 50 µM; 0.32% of 360,000 active; in the data active = activity change below about -80%; inconclusive = mostly about -51% to -80%; also: % is scaled to controls: 0 for no effect and ±100 for the full control effect
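Neuro2A cells in DMEM with 0.5% FBS, overnight at 37 deg C, given compound at single 50 µM final, then IGF (6 nM final) for 20 min at 37 deg C. Lysed; phospho-Akt Ser473 by HTRF after 24 h, 665/615 ratio.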
CCT chaperon mod = High-Throughput Screening for Modulators of Cytosolic Chaperonin Activity | AID 651819, 2012 | 0.3% of 360,000 active | purified chaperonin ATPase assay, HTRF ADP detection, 30 min | activity change, % (test concentration not listed), hits read low; in the data active = activity change below about -30%; also: % is scaled to controls: 0 for no effect and ±100 for the full control effect
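We incubate TRiC, 40 or 20 nM final, with library compounds at 76 uM and 10 uM ATP for 30 min at 37 °C. ADP formed is detected with Transcreener HTRF reagents after 30 min at room temperature.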
TGFb SMAD3 inh = qHTS for Inhibitors of TGF-b. HepG2 CAGA-GFP TGF-b/SMAD3 reporter, GFP fluorescence, 18 h; TGF-beta stimulated, 500 pg/mL final. Potency, µM (top dose mostly 46.1 µM), for inactives: at the top dose activity, negative = inhibition, hits mostly inhibitors. 1.2% of 410,000 active. AID 588855, 2011; also: potency is read from the fitted curve at half-maximal effect; % is scaled to controls: 0 for no effect and ±100 for the full control effect; nearly all actives have a fitted effect of over 65% in size
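Inhibition of TGF-beta-driven CAGA-GFP reporter expression in HEPG2 cells is measured by cellular GFP fluorescence after 18 h stimulation with 500 pg/mL recombinant TGF-beta in 1% FBS medium at 37 degrees C.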
Nrf2 activator = qHTS of Nrf2 Activators; Potency, µM (series often up to 46.1 µM), for inactives: at the top dose activation, hits mostly activators; AREc32 ARE-luciferase reporter (MCF7-derived line), luminescence, 24 h; AID 624171, 2012; 0.31% of 410,000 active; also: potency is read from the fitted curve at half-maximal effect; % of control where 0% means no effect; nearly all actives have a fitted effect of over 65% in size
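Cells of the AREc32 ARE-luciferase line are plated in OPTI-MEM containing 5% FBS and left overnight at 37 deg C. Compounds are pinned in, incubation continues 24 hr, and firefly luciferase signal is then measured.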
MmCpn inh = Inhibitors of TCP-1 ring complex (TRiC) of Methanococcus maripaludis (MmCpn): qHTS; 0.031% of 330,000 active; Potency, µM (doses to about 76.9 µM), for the others: at the highest dose activity, negative = inhibition, hits mostly inhibitors; purified Mm-Cpn ATPase, ADP Transcreener TR-FRET; also: potency is read from the fitted curve at half-maximal effect; % is scaled to controls: 0 for no effect and ±100 for the full control effect; nearly all actives have a fitted effect of over 80% in size
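Purified archaeal Mm-CPN (25nM final) preincubated 10 min at 37degC with compound, then 10uM ATP for 30 min at 37degC; ADP measured by HTRF Transcreener TR-FRET; buffer 30 mM TRIS pH 7.4, 100mM KCl, 5mM MgCl2, 1mM DTT.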
HepG2 viability = qHTS for Inhibitors of TGF-b: Cytotox Counterscreen | Potency, µM (series often up to 46.1 µM), inactives show at the top dose activity change, negative = cytotoxicity, actives largely listed as cytotoxic | 0.76% of 410,000 active | AID 588856, 2011 | HepG2 CAGA-GFP viability, ATP luminescence, 18 h; also: potency is read from the fitted curve at half-maximal effect; some results filed as inactive show a strong effect at the top dose
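CellTiter-Glo luminescence gave cytotoxicity after 18 hours at 37 degrees C. The cells were HepG2 CAGA-GFP in 1% FBS DMEM, stimulated with 500 pg/mL TGF-beta after compound addition. %Activity was normalised to no-cell wells (complete cell-killing) and DMSO (no toxicity), and curves were fitted and classified.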
Abeta rescue = qHTS for compounds that reverse cellular toxicity of Amyloid beta (A-beta) peptide in yeast: Primary Screen. yeast expressing A-beta42, growth rescue, OD600, 48 h; response scale: 0% DMSO, 100% iron-clioquinol control. 0.063% of 410,000 active. AID 1347071, 2019. Potency, µM (highest dose often 46.1 µM), inactives show top-dose growth rescue, hits mostly activators; also: potency is read from the fitted curve at half-maximal effect; nearly all actives have a fitted effect of over 55% in size
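Yeast growth medium received pinned compounds, then yeast cells expressing toxic A-beta were added; plates incubated at 30 C for 48 hr. Growth read as absorbance at 600 nm, normalized to DMSO and equimolar FeCl3 plus clioquinol controls.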
Nrf2 block = Nrf2 qHTS screen for inhibitors; AID 504444, 2011; 2.1% of 360,000 active; Potency, µM (titrated, usually from 46 µM), inactives show top-dose activity change, negative = inhibition, hits mostly inhibitors; A549 ARE-Fluc reporter, luciferase luminescence, 18-24 h; also: potency is read from the fitted curve at half-maximal effect; % is scaled to controls: 0 for no effect and ±100 for the full control effect; nearly all actives have a fitted effect of over 60% in size
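Concentration-response testing used A549 ARE_Fluc cells at 5000 cells/well. Following an 18-24 h compound incubation, viability was read by fluorescence (Ex 405/Em 525) and luciferase output by luminescence.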
A549 tox = Nrf2 qHTS screen for inhibitors: counterscreen for cytotoxicity | A549 ARE-Fluc cells, CellTiter-Fluor viability, 18-24 h | Potency, µM (titrated, usually from 46 µM), without a hit: top-dose activity change, negative = cytotoxicity, usual class: inhibitors | AID 504648, 2011 | 0.16% of 390,000 active; also: potency is read from the fitted curve at half-maximal effect; % is scaled to controls: 0 for no effect and ±100 for the full control effect
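A549 ARE-Fluc cells in 5% FBS OPTI-MEM, 5000 cells/well, rested 2 h then exposed to compounds in concentration-response for 18-24 h at 37 °C. Viability by CellTiter-Fluor fluorescence (Ex 405/Em 525) after 30 min; luciferase luminescence (BugLite, 15 min, RT) read afterwards.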
Active calls of the source: *; i = inactive; ? = inconclusive; nt = no result given; & = joins results of further samples; [ ] = dose if it differs, or a comment. Unless noted, calls follow the shape of the dose curve; as a rule, active = well fitted curve in the direction sought with a large enough effect; inconclusive = small, poorly fitted or top-dose-only effect, or another doubt; inactive = no such curve, though single readings can be large; an effect the other way counts as inactive or inconclusive.

Compound	HepG2 viability	Abeta rescue	MmCpn inh	TGFb SMAD3 inh	CCT chaperon mod	Nrf2 block	Nrf2 activator	Akt phos inh	A549 tox
O=C(COC(=O)CNS(=O)(=O)c1c(F)cccc1F)NC(=O)NC1CCCCC1	3%	-4%	0%	11%	-2.0	-3%	-0.8%	i	-2%
Cc1cccc(C)c1N1CCN(S(=O)(=O)N(C)C)CC1	-2%	24%	-2%	1%	-0.4	-18%	-0.1%[9.22 µM]	i	-3%
COc1ccc(/C=N/N2C(=O)CSC2=S)cc1Br	-7%	1%	-6%	14%	0.2	6%	0.2%	i	-10%
O=C(Nc1ccc(-n2cccn2)cc1)C1CCN(Cc2ccsc2)CC1	-53%	13%	-3%	-7%	0.3	14%	2.3%	i	0%
COc1ccccc1NC(=O)CN1CCN(c2ccccn2)CC1	8%	12%	1%	-4%	-0.5	-7%	-0.6%	i	4%
FC(F)(F)c1nc(NCc2ccccc2)c2nnn(Cc3ccccc3)c2n1	-13%	-4%	1%	-19%	-2.4	-10%	-0.7%	i	-7%
CCCSc1nnc(-c2c[nH]c3ccccc23)n1CC	-12%	10%	0%	-6%	-0.5	-13%	0.2%	i	4%
O=C(NCc1ccccc1F)c1cccc(NC(=O)N2CCSc3ncccc32)c1	-2%	-1%	nt	-19%	nt	-5%	5.1%	nt	1%
COc1ccc(/C=C(\C#N)C(=O)NCc2cccs2)cc1OC	-3%	-10%	0%	?	0.4	-14%	4.8%	i	2%
O=C(NCCCN1CCOCC1)c1ccc(Sc2ccccc2Cl)c([N+](=O)[O-])c1	-4%	26%	1%	-24%	-0.9	9%	0.7%	i	-3%
Cc1ccc(S(=O)(=O)CCC(=O)OCC(=O)N(C)c2ccccc2)cc1	-6%	3%	nt	-1%	-3.1	-4%	0.2%	i	2%
COC(=O)c1c(SCC(=O)Nc2cc(OC)cc(OC)c2)[nH]c2ccc(C)cc2c1=O	-41%	-27%	nt	-14%	nt	?	2.0%	nt	3%
COc1ccccc1C(c1nnnn1CC1CCCO1)N1CCC(C(N)=O)CC1 (stereo not given)	5%	4%	-1%	6%	0.1	?	0.2%	i	0%
Cn1nc(-c2ccc(Cl)cc2)c2cc(C(=O)N3CCN(c4ccccc4)CC3)sc21	-17%	9%	-3%	-1%	-0.5	4%	3.5%	i	1%
CC(=O)Nc1ccc(S(=O)(=O)NCC(=O)OCC(=O)c2ccc[nH]2)cc1	-3%	1%	-8%	7%	-2.9	6%	0.1%	i	0%
CCN(CC(=O)Nc1c(F)cccc1F)C(=O)CCCOc1ccc(OC)cc1	-7%	-3%	1%	-3%	1.2	2%	-0.5%	i	-5%
COc1ccc(-c2csc3nc(-c4ccccc4)oc(=O)c23)cc1OC	-8%&-33%	-1%&-16%	-24%	?	0.6	-15%&18%	0.3%&0.9%	i	1%&8%
Cc1ccc(NS(=O)(=O)c2ccc(CCC(=O)NCc3ccccn3)cc2)cc1	-2%	2%	0%	0%	0.2	-9%	0.0%	i	-10%
COc1ccc(NC(=O)N(C)C[C@@H]2OCc3cnnn3CCCC(=O)N([C@@H](C)CO)C[C@H]2C)c(OC)c1	-7%	-10%	nt	1%	1.0	nt	-0.6%	i	nt
Cc1cc(C)cc(Nc2nc3c(S(=O)(=O)c4ccccc4)nnn3c3ccccc23)c1	-1%	7%	-5%	6%	-2.1	4%	0.1%[9.22 µM]	i	-1%
O=C(CSC(=S)N1CCCC1)Nc1cc2c(cc1Br)OCCO2	0%	2%	1%	4%	-0.8	1%	5.0%	i	2%
COc1cccc(CN(C)C(=O)CCC(=O)c2cc(Br)ccc2OC)c1	-6%	-20%	-2%	1%	-1.4	-3%	?	i	-2%
CC(=O)Nc1ccc(S(=O)(=O)Nc2ccccn2)cc1	-42%	-15%	1%	1%	-3.7	4%	-0.5%	i	1%
Cc1ccc(S(=O)(=O)N2CCN(C(=O)CSc3nnnn3C)C2)cc1	-2%	-15%	0%	9%	-0.1	3%	0.4%	i	3%
COc1ccccc1CCNC(=O)C(=O)NCC1OCCN1S(=O)(=O)c1ccc2c(c1)OCCO2 (stereo not given)	-9%	1%	2%	1%	-1.0	?	0.7%	i	5%
CCCCN(C(=O)c1ccc(N2C(=O)c3ccccc3C2=O)cc1)c1c(N)n(CC(C)C)c(=O)[nH]c1=O	3%	-2%	-4%	-7%	-2.3	-6%	-0.8%	i	-11%
Cc1ccc(C(=O)Nc2nn(C)c3cccc(F)c23)cc1	-13%	8%	0%	-4%	0.4	1%	2.5%	i	-5%
Cc1ccc(S(=O)(=O)OCC(=O)Nc2ccc(C(=O)O)c(O)c2)cc1	9%	-11%	nt	?	-4.4	2%	0.1%	i	0%
CCOc1cccc(-c2csc(C3COc4ccccc4O3)n2)c1 (stereo not given)	20%	-14%	0%	5%	-1.7	2%	0.8%	i	-8%
COc1ccc(S(=O)(=O)Cc2ccc(C(=O)NC3CCC(C)CC3)o2)cc1 (stereo not given)	19%	-1%	3%	22%	-1.2	-15%	1.1%	i	-5%
C=CCSc1nnc(-c2ccccc2NC(C)=O)c(=O)[nH]1	0%	-5%	1%	-1%	2.6	19%	0.4%	i	-3%
COc1ccc(-c2cc3c(c4c2ccn4C)C2CCC3C2)cn1 (stereo not given)	-23%	1%	nt	?	1.7	nt	3.9%	i	nt
Cc1ccccc1NC(=S)NCc1ccc(F)cc1	-17%	?	-1%	3%	0.2	?	-1.1%	i	?
Cc1ccc(NC2c3ncccc3C(=O)N2Cc2cccs2)cc1C (stereo not given)	-5%	18%	-20%	-5%	-3.5	15%	-0.1%	i	-7%
O=C(c1ccco1)n1nc(-c2ccc(Cl)cc2)nc1NCc1ccc(F)cc1	-2%	-13%	nt	4%	nt	5%	-1.7%	nt	-4%
O=C1NC[C@H](CCCCN2CCN(CCC3CCCCC3)C(=O)C2=O)N(CC2CCCCC2)C1=O	nt	-6%	nt	nt	1.4	nt	-0.2%	i	nt
COc1ccccc1OCC(=O)NCC(C)NC(=O)COc1ccccc1OC (stereo not given)	5%	21%	0%	-7%	1.1	15%	-0.4%	i	8%
CCc1ccc(S(=O)(=O)c2nnn3c2nc(Nc2cc(OC)cc(OC)c2)c2cc(Cl)ccc23)cc1	10%	-19%	nt	16%	nt	5%	0.0%	nt	-4%
COc1ccccc1-c1cc(N)n[nH]1	-25%	12%	-1%	-27%	-10	6%	-0.2%	i	0%
O=C(N/C(=C/c1ccc(Br)cc1)C(=O)N1CCOCC1)c1ccc(Br)o1	-3%	-1%	-2%	-2%	-4.6	-9%	0.2%	i	-10%
COc1ccc(/C=N/c2oc(-c3ccccc3)cc2C#N)cc1OC	1%	-13%	-2%	17%	-2.8	nt	10%	i	10%
COc1ccc(CNC(=O)C2CCN(S(=O)(=O)c3ccc4c(c3)NC(=O)C(C)S4)CC2)cc1 (stereo not given)	-12%	-9%	1%	-7%	-0.4	?	0.2%	i	0%
O=C/C(=C\Nc1ccccn1)c1nc2ccccc2o1	-57%	-30%	-2%	-23%	-2.5	?	13µM*	i	6%
CCOC(=O)CNc1cccc(C(F)(F)F)c1	-2%	12%	1%	5%	1.1	4%	0.2%	i	-3%
O=C(Nc1ccc(Cl)cc1)Nc1ccccn1	-24%	8%	-2%	-2%	0.6	?	10µM*	i	-4%
CSc1ccccc1NC(=O)C1=CC(c2ccc(C)cc2)=NS(=O)(=O)N1C	-26%	-25%	1%	-17%	0.9	-16%	5.0%	i	2%
Cc1nc(/N=C(\N)NC(=O)N2c3ccccc3Sc3ccccc32)nc2ccccc12	-2%	-7%	-8%	?	-2.7	-17%	0.5%	i	1%
Cc1ccc(C)c(N2CCN(S(=O)(=O)c3ccc4[nH]c5c(c4c3)CCCC5)CC2)c1	-7%	20%	nt	13µM*	nt	8%	-0.2%	nt	-2%
COc1ccc(Br)cc1C(=O)O	-2%	1%	0%	2%	-4.3	4%	0.4%	i	-3%
Cc1cc(-n2c(SCC(=O)NCc3cccs3)nc3n[nH]c(C)c3c2=N)ccc1Cl	-40%	12%	-13%	?	1.6	?	-0.5%	i	-21%
CCNC(=O)c1ccccc1NC(=O)c1cccc(S(=O)(=O)N2CCC(C)CC2)c1	1%	8%	0%	-6%	-2.4	?	0.6%	-101%*	-11%
CCCCCCCCNCCS(=O)(=O)NC1CCCCC1	-96%	8%	nt	?	-1.0	22%	-0.6%	i	-1%

Results in Akt phos inh (two entries from above):
canonical_smiles	Akt phos inh
Cc1ccccc1NC(=S)NCc1ccc(F)cc1	i
Cc1ccc(NC2c3ncccc3C(=O)N2Cc2cccs2)cc1C (stereo not given)	i
